Bioassay records: PubChem, several laboratories
TWEAK Fn14 block: inhibitors of TWEAK-Fn14 signaling, primary screen, luciferase reporter cells, uHTS. TWEAK-stimulated Fn14 reporter cells, luciferase luminescence, 8 h. inhibition, % at 10 µM. actives 2% (n = 360,000). AID 1159606, 2016; in the data active means inhibition above about 50%
NCOA2 inhibitor: inhibition of GAL4-SRC2 driven luciferase reporter, primary screen, SRC2 inhibitor project, cell-based, luminescence. Nuclear receptor coactivator 2 (Homo sapiens), Q15596. HEK293 GAL4-SRC2 luciferase reporter. inhibition, % at 9 µM. actives 0.17% (n = 370,000). AID 651957, 2012;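 active means inhibition above the mean inhibition of all tested compounds plus 3 SD, set per campaign, cut at about 52% in these data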;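 further: 0% = DMSO treated cells and 100% = cells given Gossypol at 36 µM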
LRH-1 inv ag: LRH-1 (NR5A2) inverse agonists, primary screen, cell-based, luminescence, HEK293T, StAR-luciferase reporter; Nuclear receptor subfamily 5 group A member 2 (Homo sapiens), O00482; LRH-1 transfected, 24 h; inhibition, % at 3.6 µM; actives 0.13% (n = 360,000); AID 602396, 2012;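 active means inhibition above the mean inhibition of all tested compounds plus 3 SD, cut at about 73% in these data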;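 further: 0% = DMSO wells and 100% = reporter-only cells lacking LRH-1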
Target sequence (O00482 whole entry, looked up): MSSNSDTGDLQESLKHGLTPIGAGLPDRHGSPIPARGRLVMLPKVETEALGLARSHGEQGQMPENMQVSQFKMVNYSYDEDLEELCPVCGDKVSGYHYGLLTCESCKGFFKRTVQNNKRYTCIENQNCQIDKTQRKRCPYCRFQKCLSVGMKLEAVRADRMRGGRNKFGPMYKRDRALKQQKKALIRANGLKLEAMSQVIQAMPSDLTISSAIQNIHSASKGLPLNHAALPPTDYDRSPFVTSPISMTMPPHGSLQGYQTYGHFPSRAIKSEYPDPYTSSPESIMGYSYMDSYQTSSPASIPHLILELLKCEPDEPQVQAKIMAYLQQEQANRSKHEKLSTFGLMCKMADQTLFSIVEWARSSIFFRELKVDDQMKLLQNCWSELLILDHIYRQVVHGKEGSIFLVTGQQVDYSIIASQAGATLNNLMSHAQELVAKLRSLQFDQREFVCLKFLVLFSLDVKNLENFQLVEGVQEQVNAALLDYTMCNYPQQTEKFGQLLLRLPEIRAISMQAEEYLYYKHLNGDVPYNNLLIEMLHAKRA
TRAIL sens C8: viability loss with TRAIL in NB7+C8 cells, primary screen, TRAIL sensitizer project, cell-based, ATPlite luminescence | inhibition (viability loss, TRAIL sensitization), % at 10 µM | actives 1% (n = 360,000);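 active means compounds causing at least 50% loss of cell viability in the single-dose screen, relative to plate controls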
KKLEB tox: cytotoxicity in KKLEB CF airway cells, primary screen, cytotoxicity control for CF NF-kB inhibitor project, cell-based, uHTS, fluorescence assay plates | actives 0.36% (n = 360,000) | KKLEB CF airway cells viability, ATPlite luminescence, overnight; active compounds read low; cells stimulated with P. aeruginosa culture filtrate | activity change (cytotoxicity), % at 5 µM | AID 602141, 2011;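 active means corrected activity change at or below -50% at 5 µM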
TROY signal inh: inhibitors of TROY-driven NF-kB signaling, primary screen, Q293 LMP1-TROYcd cells, NF-kB luciferase, uHTS; Q293 LMP1-TROYcd NF-kB luciferase reporter, 4 h; inhibition, % at 10 µM; actives 0.98% (n = 360,000); AID 1347056, 2019;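 active means compounds whose plate-normalised and pattern-corrected inhibition of the luciferase reporter signal at the single screening dose is 50% or more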
SRC3 inh: SRC3 coactivator transcriptional activity inhibitors, primary screen, cell-based, luminescence; Nuclear receptor coactivator 3 (Homo sapiens), Q9Y6Q9; HEK293 GAL4-SRC3 luciferase reporter; inhibition, % at 3.6 µM; actives 0.17% (n = 360,000); AID 588352, 2011;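 active means inhibition above a per-campaign cutoff, the mean of all compounds plus 3 SD, cut at about 60% in these data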;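 further: 0% = DMSO-treated cells and 100% = gossypol-treated cells at 36 µM; higher means less SRC3-driven luciferase light from the GAL4 reporter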
LMP1 NFkB inh: EBV LMP1-driven NF-kappaB luciferase reporter inhibitors, primary screen, cell-based, luminescence, single point; actives 0.69% (n = 350,000); LMP1-induced NF-kappaB luciferase reporter cells; inhibition, % at 12.5 µM; in the data active means inhibition above about 41%;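 further: 0% = neutral control wells and 100% = reference inhibitor control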
COUP-TFII inh: NR2F2 transcriptional activity inhibitors, primary screen, cell-based, luciferase reporter, HEK293T, luminescence; COUP transcription factor 2 (Homo sapiens), P24468; inhibition, % at 8.6 µM; HEK293T NGFI-A luciferase reporter; actives 0.7% (n = 370,000);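 active means inhibition above a per-plate cutoff, mean inhibition of test wells between control levels plus 3 SD, cut at about 38% in these data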;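 further: cells cotransfected with COUP-TFII expression vector driving the NGFI-A reporter; 0% = median of COUP-TF2 test wells and 100% = reporter-only cells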
Target sequence (P24468 whole entry, looked up): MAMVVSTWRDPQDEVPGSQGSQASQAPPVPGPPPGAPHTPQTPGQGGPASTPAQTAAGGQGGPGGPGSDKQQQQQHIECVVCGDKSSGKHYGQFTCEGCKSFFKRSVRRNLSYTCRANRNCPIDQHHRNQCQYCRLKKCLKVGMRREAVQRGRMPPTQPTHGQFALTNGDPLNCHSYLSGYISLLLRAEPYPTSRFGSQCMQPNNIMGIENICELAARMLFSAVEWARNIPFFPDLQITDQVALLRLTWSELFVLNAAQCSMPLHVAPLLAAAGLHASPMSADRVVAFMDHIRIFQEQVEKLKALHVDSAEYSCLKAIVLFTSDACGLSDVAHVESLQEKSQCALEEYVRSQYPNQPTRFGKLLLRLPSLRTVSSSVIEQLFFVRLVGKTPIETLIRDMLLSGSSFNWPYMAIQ
CF NFkB block: inhibitors of PAF-induced NF-kB signaling, primary screen, cell-based, GFP fluorescence, uHTS; actives 0.86% (n = 360,000); KKLEB NF-kB-GFP reporter, GFP fluorescence overnight; inhibition, % at 5 µM; AID 588850, 2011;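 active means at least 50% inhibition at 5 µM, scaled per plate between neutral and stimulator controls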;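 further: PAF is a Pseudomonas aeruginosa culture filtrate used as stimulus; plate controls were PAF-stimulated DMSO wells for no effect and unstimulated DMSO wells for full effect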
SRC1 inh: SRC1 coactivator transcriptional activity inhibitors, primary screen, cell-based, luminescence | Nuclear receptor coactivator 1 (Homo sapiens), Q15788 | actives 0.12% (n = 360,000) | HEK293 GAL4-SRC1 luciferase reporter | AID 588354, 2011 | inhibition, % at 3.6 µM;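 active means inhibition above the campaign mean plus 3 SD, with each screening campaign given its own cutoff, cut at about 60% in these data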;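 further: 0% = DMSO treated cells and 100% = gossypol at 36 µM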
* = called active by the depositor; nt = no result given.

SMILES	TWEAK Fn14 block	NCOA2 inhibitor	LRH-1 inv ag	TRAIL sens C8	KKLEB tox	TROY signal inh	SRC3 inh	LMP1 NFkB inh	COUP-TFII inh	CF NFkB block	SRC1 inh
O=C(O)CCCCCN1C(=O)C(O)=C(C(=O)/C=C/c2ccccc2)C1c1cccc([N+](=O)[O-])c1 (stereo not drawn)	0	6	-27	2	2	-6	3	2	1	11	11
Cc1ccc(S(=O)(=O)N2CCN(C(=O)C3CCCO3)CC2)cc1 (stereo not drawn)	-2	-5	-10	-19	3	25	-4	2	-5	-4	-12
Cc1csc(N2CCCC2c2nc3cc(Cl)c(N4CCCCC4)cc3n2CCOCCO)n1 (stereo not drawn)	7	-6	10	3	12	6	-8	-5	8	-6	-5
O=C(COC(=O)c1ccc([N+](=O)[O-])s1)NC(c1ccccc1)c1ccccc1	8	-2	14	-1	3	-30	-15	3	-2	0	8
Cc1ccc(OCc2cn3cccnc3n2)cc1	-13	-42	-74	13	10	-103	-37	-9	-32	-4	-45
CN=C(Nc1ccc(C(=O)OC)cc1)SC1CC(=O)N(c2ccccc2F)C1=O (stereo not drawn)	-26	-4	16	-9	3	-2	11	-3	4	3	-13
CCOc1ccc(CCN2C(=O)C(=O)N([C@@H](Cc3ccc(O)cc3)CN3CCC[C@H]3CN3C(=O)C(=O)NC[C@@H]3Cc3ccc(O)cc3)C[C@@H]2Cc2ccccc2)cc1	18	-3	25	-6	nt	-21	nt	nt	-7	nt	nt
O=C(NCc1ccc(F)cc1)c1ccc(CS(=O)Cc2ccccc2Cl)o1 (stereo not drawn)	13	-9	10	-9	5	3	-5	-1	-3	-18	-1
CCOC(=O)c1ccc2c(c1)n(CCCS(=O)(=O)[O-])c(/C=C/c1ccc(Cl)cc1)[n+]2CC	4	-6	19	12	18	-1	7	0	5	-29	-16
NCCCCCCNS(=O)(=O)c1cccc2c(Cl)cccc12	0	13	-8	-3	2	8	-8	-5	8	24	4
O=[N+]([O-])c1ccccc1Nc1cccc(F)c1	-10	14	10	-8	4	-23	1	2	0	-26	-10
COc1ccc(CNC(=O)CN(c2ccc(C(C)C)cc2)S(=O)(=O)c2c(C)noc2C)cc1	13	-6	-6	11	9	4	-25	-18	26	-6	-11
COCCCNC(=O)/C(C#N)=C/c1c(N2CCCCCC2)nc2ccccn2c1=O	23	13	-10	-16	0	-1	8	-8	-4	-4	-19
COc1ccc(OC(C)C(=O)Nc2cccc(F)c2)cc1 (stereo not drawn)	12	-1	-4	-2	6	3	8	7	9	-10	-25
C[C@@H]1Cn2cnc(C(=O)N[C@@H](Cc3c[nH]c4ccccc34)C(=O)OC(C)(C)C)c2C(=O)N1	-6	-1	9	-33	-17	8	-11	-25	0	18	1
O=C(COC(=O)c1ccccc1F)NCc1ccc2c(c1)OCO2	-11	-3	0	0	19	-21	-11	3	19	-14	-6
Cc1cc(C(F)(F)F)c2sc(N)nc2n1	4	-34	15	-6	17	0	26	4	-17	-21	-7
O=C(Cc1ccc([N+](=O)[O-])cc1)N/N=C/c1ccc([N+](=O)[O-])o1	3	18	33	-1	1	5	-20	-28	-12	-15	-11
CS(=O)(=O)Oc1ccc2c(c1)O/C(=C\c1cccc([N+](=O)[O-])c1)C2=O	-21	-2	22	5	-4	-3	-7	2	13	3	1
Cc1ccc(CSc2ccc(-c3cccs3)nn2)cc1	-19	-18	-57	29	6	-93	-56	-23	-17	-6	-104
Nc1nonc1-n1nnc(C(=O)N/N=C/c2cccnc2)c1-c1ccccc1	5	2	2	22	-2	3	10	-6	14	10	16
COc1cccc2cc(C(=O)Nc3ccccc3C(=O)N3CCOCC3)oc12	2	9	0	-3	-4	-17	15	-1	-6	-5	6
CCOC(=O)N1CCN(C(=O)CSc2ccc(-c3ccc(OC)c(OC)c3)nn2)CC1	-7	-20	-16	9	-2	-10	2	8	4	-3	-19
CCOc1ccccc1NC(=O)NC(C)c1ccncc1 (stereo not drawn)	-8	7	-2	-7	-3	0	2	5	5	4	-43
Cc1ccc(S[C@@H](CCN2CC[C@H](O)CCC2=O)c2ccccc2)cc1	6	-22	2	1	-3	-29	9	-17	-3	10	-8
Cc1cc(C)cc(NC(=O)C(=O)NCC2CCCO2)c1 (stereo not drawn)	-7	-21	-7	3	24	-33	9	-2	-7	-20	-36
CC(=O)Nc1ccc(NC(=O)CSc2nc(C)nc3sc(C)c(C)c23)cc1	-37	7	-17	0	-5	-6	13	2	2	-23	1
Cc1nc(N2CCC(C)CC2)c2c(C)c(C(=O)Nc3ccc(C)c(F)c3)sc2n1	-32	-28	-10	-1	-20	-4	0	-7	2	8	-68
CCCc1nc2ccccc2c(=O)n1CC(=O)c1ccccc1	-3	15	14	1	-7	-3	6	-1	13	8	-3
CCCCN(CC)C(=O)Cc1ccc(Br)cc1	-5	-22	-4	1	11	-2	13	-10	7	0	10
COc1cccc(NC(=O)CSc2ccc(-c3sc(C)nc3C)nn2)c1	17	-46	10	-1	6	31	21	8	13	15	-17
COc1cccc(-c2cnc(C(O)c3ccc(C(C)(C)C)cc3)[nH]2)c1 (stereo not drawn)	15	nt	0	-10	-15	6	7	nt	nt	20	5
CC1(C(=O)NS(=O)(=O)C2CC2)CCCN(C(=O)Cc2ccc(F)cc2)C1 (stereo not drawn)	8	-8	-13	-11	4	-1	-14	nt	16	9	-6
Cc1ccc(S(=O)(=O)N2CCCCC2)cc1C(=O)c1nccn1C	17	30	-3	-30	4	2	17	3	1	-7	10
O=C(CCn1cnnn1)Nc1ccc(Cl)c(Cl)c1	22	2	7	-23	0	21	20	2	4	10	6
C=CCN1C(=O)NC(c2ccccc2)(C(F)(F)F)S/C1=C(\C#N)c1nnc(N2CCOCC2)n1-c1ccccc1 (stereo not drawn)	44	-6	-12	11	1	26	11	0	6	25	1
COc1cc2c(cc1OC)CN(C(=O)CSc1nc(N)c(C#N)cc1C#N)CC2	2	nt	-18	-4	-12	17	-4	2	nt	-12	-5
CCOC(=O)c1ccccc1Cc1nc2ccccc2c(=O)[nH]1	-8	-7	8	3	-8	-2	11	-6	-13	-15	-25
COc1cccc(NS(=O)(=O)c2cc3c(cc2C)NC(=O)CO3)c1	3	3	3	-19	0	4	-12	-5	0	14	10
Cc1ccc(S(=O)(=O)n2nc(-c3cccnc3)nc2N)cc1	20	-14	-3	6	12	-4	-12	3	-6	-23	3
O=C(CCCNS(=O)(=O)c1cccc2nsnc12)NC1CCCCC1	4	1	1	-11	-17	-1	-4	5	-14	19	-8
COc1ccc(CNc2ccc3c(c2)CCC3)cc1Br	57*	-6	-6	18	0	48	-11	-7	-25	-4	-18
CCOC(=O)C(NC(C)=O)(Nc1ccc(F)cc1)C(F)(F)F (stereo not drawn)	-11	7	-3	-1	25	-6	23	-1	22	-1	-9
Cc1ccc(OC(=O)c2sc(Cl)nc2C)cc1C	-8	5	-10	-8	-7	4	2	10	21	6	0
Fc1ccc(-c2nnc(-c3ccc(Cl)cc3)o2)cc1	-4	-28	-51	36	-13	-56	-17	-38	-42	-20	-26
O=C(Nc1ccc(S(=O)(=O)Nc2nccs2)cc1)c1ccncc1	26	-5	3	-1	-5	-9	1	nt	-10	-8	2
Cc1c(C(c2ccc(C(=O)O)cc2)c2c(C)n(C)n(-c3ccccc3)c2=O)c(=O)n(-c2ccccc2)n1C	-4	8	4	18	3	10	5	15	10	-3	-12
CC(=O)Nc1ccccc1-c1nn[nH]n1	13	-3	12	3	11	0	14	1	8	-13	3
CCCOCC1CC2(CC(C)(c3csc(N)n3)OC2=O)C(=O)O1 (stereo not drawn)	6	-21	8	-4	-7	1	-7	-2	-15	-14	-46
O=C(Nc1cccc(F)c1)c1ccccc1	-1	-18	-41	14	-4	-44	-35	-33	-16	12	-38
Cc1ccc(NC(=O)c2ccc(NCCCN3CCC(C)CC3)c([N+](=O)[O-])c2)cc1F	-6	1	11	6	-9	-2	-16	-3	-9	-14	4
Cc1ccccc1CNS(=O)(=O)c1csc(C(N)=O)c1	12	-24	0	-10	4	-25	8	3	-15	6	0
Brc1ccc2[nH]c3c(c2c1)CCC3	-53	-65	-29	13	-2	9	-71	-2	-24	3	-48
O=C(CN(Cc1ccc(Cl)cc1)C(=O)c1csnn1)NCc1ccccc1	10	-1	-1	-25	10	-10	9	-6	3	-4	-3
CN(C)S(=O)(=O)c1ccc(SCC(=O)Nc2cccc(S(=O)(=O)N3CCCC3)c2)nc1	23	6	1	-2	7	9	3	8	-3	-12	-4
Cc1ccc(NC(=O)CSc2nnc(N)s2)cc1S(=O)(=O)N1CCCCC1	16	-7	10	6	-6	22	16	-9	14	11	-22
CC(C)(C#N)N([O-])C=C[N+](=O)C(C)(C)C#N	-18	16	-27	-5	-6	5	8	-2	3	-24	-2
COc1cccc(NC(=O)CN(C)C(=O)c2cc(C3CC3)nn2-c2ccccc2)c1	4	-1	2	-3	10	-5	8	1	9	-2	-17
CCCCn1c(=O)c(Cc2ccccc2)c(O)c2ccccc21	-21	-4	-6	-27	15	1	-2	-5	8	-18	-30
O=C(COC(=O)C1CCN(c2ccc(C(F)(F)F)cn2)CC1)Nc1ccc(F)cc1[N+](=O)[O-]	-28	-13	14	0	-17	-28	-17	1	-6	25	-4

Next part:
SMILES	TWEAK Fn14 block	NCOA2 inhibitor	LRH-1 inv ag	TRAIL sens C8	KKLEB tox	TROY signal inh	SRC3 inh	LMP1 NFkB inh	COUP-TFII inh	CF NFkB block	SRC1 inh
CCCOc1ccc(C(=O)Nc2cc(S(=O)(=O)N3CCOCC3)ccc2N2CCN(CC)CC2)cc1OC	-10	-5	15	-11	-10	1	0	5	-8	3	-7
COc1ccc(N2CCN(C(=O)CCNS(=O)(=O)c3cc(Br)cnc3N)CC2)cc1	-5	nt	17	0	24	12	5	-1	nt	-20	-18
O=C(O)CN1CCCCC1	1	-11	13	-22	10	8	10	-3	-7	-23	-6
Cc1[nH]c2ccccc2c1/C=N/NC(=O)CNC(=O)Cc1ccccc1	-1	-17	13	-14	11	10	26	-2	7	-1	3
COC(=O)C1=C(C(=O)c2ccccc2)C(c2cccs2)n2nnnc2N1 (stereo not drawn)	-25	21	2	-7	-2	-12	-5	5	4	-4	-9
COc1ccc(S(=O)(=O)N2CCOCC2)cc1NC(=O)COC(=O)c1oc2ccccc2c1C	-26	-13	-12	-4	0	-1	-4	-1	-11	-18	10
Cc1ccc(-c2n[nH]c(=S)n2/N=C/c2ccc(C)o2)cc1	-5	-8	19	4	-4	-7	7	-2	0	16	-4
